TEAD-YAP inh = TEAD-YAP interaction inhibition; HEK-TIYL cells, TEAD-Gal4/YAP UAS-luciferase luminescence; AID 1259422; inhibition, % at 9.12 µM; hit rate 1.4% among 640,000; in the data active means inhibition above about 32%;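 further: 0% = median of test compound wells and 100% = reference inhibitor wells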
FBW7 activator = activators of human E3 ligase FBW7; Q969H0; AlphaScreen FBW7–phospho-cyclin E peptide binding, activator screen; normalized activity (activation), % at 26.1 µM; hit rate 0.13% among 650,000; AID 1259310; in the data active means normalized activity above about 1.9%;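 further: purified mutant Fbw7 with reduced substrate affinity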
Target sequence (Q969H0 whole entry, looked up): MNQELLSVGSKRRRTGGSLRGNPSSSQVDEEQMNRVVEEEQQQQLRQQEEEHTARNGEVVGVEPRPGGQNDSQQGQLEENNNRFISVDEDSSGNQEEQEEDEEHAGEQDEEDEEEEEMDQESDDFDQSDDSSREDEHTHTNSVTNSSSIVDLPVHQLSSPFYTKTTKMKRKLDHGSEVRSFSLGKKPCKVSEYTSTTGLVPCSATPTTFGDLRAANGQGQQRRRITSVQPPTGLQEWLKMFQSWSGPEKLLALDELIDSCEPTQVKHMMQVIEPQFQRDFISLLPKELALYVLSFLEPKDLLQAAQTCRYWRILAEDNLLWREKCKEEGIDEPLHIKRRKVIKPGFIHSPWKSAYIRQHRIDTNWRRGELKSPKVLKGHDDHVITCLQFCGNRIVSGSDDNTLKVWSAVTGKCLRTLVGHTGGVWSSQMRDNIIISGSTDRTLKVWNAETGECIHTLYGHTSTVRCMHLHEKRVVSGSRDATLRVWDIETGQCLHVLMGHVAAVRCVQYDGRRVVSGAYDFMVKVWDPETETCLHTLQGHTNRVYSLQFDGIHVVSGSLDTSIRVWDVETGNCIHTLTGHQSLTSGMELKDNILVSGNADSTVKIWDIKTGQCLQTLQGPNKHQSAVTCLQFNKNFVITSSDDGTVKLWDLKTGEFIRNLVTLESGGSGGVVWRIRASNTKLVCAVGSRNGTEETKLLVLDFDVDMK
MITF inh = blocks human microphthalmia-associated transcription factor; O75030; AlphaScreen MITF homodimerization, bead proximity signal; inhibition, % at 2.6 µM; hit rate 0.91% among 650,000; in the data active means inhibition above about 50%;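 further: 0% = vehicle wells with protein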
GPR151 ag = human GPR151 activation. AID 1508602. PathHunter beta-arrestin GPR151 cells, luminescence. activation, % at 11.2 µM. Q8TDV0. hit rate 1% among 650,000; in the data active means activation above about 4.9%;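 further: 0% = median of compound wells and 100% = cells with positive control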
Target sequence (Q8TDV0 whole entry, looked up): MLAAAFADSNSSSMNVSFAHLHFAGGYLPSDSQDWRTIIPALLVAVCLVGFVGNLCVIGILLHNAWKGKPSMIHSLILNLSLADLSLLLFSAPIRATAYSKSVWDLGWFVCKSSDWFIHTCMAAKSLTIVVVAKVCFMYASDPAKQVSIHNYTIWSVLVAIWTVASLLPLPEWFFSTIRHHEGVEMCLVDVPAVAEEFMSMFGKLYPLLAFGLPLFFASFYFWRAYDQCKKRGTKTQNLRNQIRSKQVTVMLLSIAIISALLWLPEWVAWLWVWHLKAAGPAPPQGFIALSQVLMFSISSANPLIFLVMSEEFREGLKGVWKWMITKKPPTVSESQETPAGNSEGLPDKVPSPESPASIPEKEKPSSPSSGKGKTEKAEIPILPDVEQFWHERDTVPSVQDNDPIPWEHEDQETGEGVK
* = called active by the depositor; · = not tested or not shown.

SMILES	TEAD-YAP inh	FBW7 activator	MITF inh	GPR151 ag
O=C(Nc1ccc2c(c1)OCO2)C1CCN(c2ccc(NCCN3CCOCC3)nn2)CC1	-0.6	-0.2	22.7	0.7
CCOc1ccc(C(=O)Nc2nnc(SCC(=O)Nc3ccc(F)cc3)s2)cc1	-26.8	0.1	8.3	-1.4
Cc1ccsc1CN1CCC(C2(C)NC(=O)N(C3Cc4ccccc4C3)C2=O)CC1 (configuration not stated)	13.2	0.1	-2.7	0.6
COc1ccc(CN2CCCC(C(N)=O)C2)cc1C (configuration not stated)	0.1	0.0	5.7	1.0
NC(=O)C1(N2CCCCC2)CCN(C(=O)CCCn2c(=O)[nH]c3ccsc3c2=O)CC1	6.8	-0.1	13.4	0.5
CCC(C)C(NS(=O)(=O)c1ccc(C)cc1)C(=O)NCCN1CCOCC1 (configuration not stated)	4.6	0.1	3.5	3.5
CCOC(=O)c1sc2nc(SCC(=O)NCc3ccco3)n(Cc3cccc(Cl)c3)c(=O)c2c1C	-1.4	-0.2	10.1	-0.2
COc1ccc(NC(=O)CN2CCN(S(=O)(=O)c3ccc(C(C)C)cc3)CC2)c(OC)c1	0.9	0.1	2.5	0.3
CSc1ccccc1NC(=O)CN1C(=O)NC2(CCCCCCC2)C1=O	0.5	0.0	-1.9	-0.8
Cc1cc(=S)cc(C)n1C	3.9	-0.3	2.5	-0.8
O=C(CSCC(=O)Nc1ccc2ccccc2c1)CSCC(=O)Nc1ccc2ccccc2c1	2.1	-0.1	2.3	0.6
COc1cccc(CN(Cc2cccnc2)C(=O)c2c(F)cccc2F)c1OC	-8.1	0.0	-0.8	-0.4
Cc1ccc2nc(NCc3ccccc3)[nH]c2c1	-1.0	0.1	12.5	1.5
Cc1cccc(C)c1NC(=O)c1cc(S(=O)(=O)NCCC2=CCCCC2)ccc1F	-12.4	0.1	-5.4	-0.7
O=C(O)c1ccccc1C(=O)NCC(O)COc1ccccc1Cl (configuration not stated)	-15.7	0.1	-12.1	-0.3
COc1ccc(S(=O)(=O)Nc2ccc(Br)c(Cl)c2)cc1OC	-9.4	0.0	2.8	1.4
C/C(=N\Nc1ccccc1Cl)c1ccccc1O	-9.6	-0.1	-2.0	0.1
CC(Cc1ccc2c(c1)OCO2)CN1CCC2(CC1)CC2C(=O)N1CCCN(C)CC1 (configuration not stated)	-2.7	-0.3	-9.9	-0.2
CCOC(=O)c1cnc2ccc(Br)cc2c1Nc1cccc(C(C)=O)c1	4.6	0.7	15.8	-1.0
Cc1cc(C)c2c3c(sc2n1)C1(CCN(C(=O)c2ccccc2)CC1)C(C#N)=C(N)O3	-10.4	0.2	4.4	-0.9
CC(C1CC1)N(C(=O)c1ccccc1[N+](=O)[O-])c1ccccc1 (configuration not stated)	3.3	0.5	-2.2	-1.4
O=C(c1ccc(-n2c(SCc3cc(F)ccc3F)nc3ccccc3c2=O)cc1)N1CCOCC1	-4.3	-0.1	6.0	0.6
O=C(Nc1cccc(N2CCC(NCCN3CCCC(c4ccccc4)C3)CC2)c1)C1CC1 (configuration not stated)	-1.0	-0.3	-2.8	-0.2
CCCC1=NN(C(=O)C(=O)OC(C)(C)C)C(O)(C(F)(F)F)C1 (configuration not stated)	-6.3	0.1	7.6	0.6
O=S(=O)(NCCc1ccccc1)c1ccc(I)cc1	8.7	0.2	-1.4	-1.5
Continued.
SMILES	TEAD-YAP inh	FBW7 activator	MITF inh	GPR151 ag
CC(NC(=O)C(=O)NCc1ccccn1)c1ccccc1 (configuration not stated)	-2.6	-0.4	-0.5	-0.5
C=CCn1c(SCC(=O)c2cc(C)n(-c3ccc(C(=O)OC)cc3)c2C)nc2scc(-c3ccccc3)c2c1=O	3.1	0.1	8.1	-0.4
Cc1ccc(CCN2C(=O)CCC2(C)C(=O)NC2CCC(C)CC2)cc1 (configuration not stated)	0.3	0.1	-2.3	-1.3
CCOC(=O)c1cc(CC)sc1NC(=O)C1C2CCC(C2)C1C(=O)O (configuration not stated)	4.9	0.0	6.8	-0.6
COc1ccc(S(=O)(=O)NCC(c2cccs2)N2CCc3ccccc32)cc1OC (configuration not stated)	-3.6	0.0	-1.4	-1.1
CCOc1cc(C=O)cc(I)c1OCC(=O)N1CCCC1	-7.6	-0.2	1.2	-0.9
O=C(N/N=C/c1ccccc1O)NC1CCCCC1	-20.7	0.0	3.0	0.3
CN(CCOC(=O)CCc1ccccc1)C(C)(C)C	7.7	0.0	2.7	-1.0
C/C(=N\Nc1nc2c(c(=O)n(C)c(=O)n2C)n1CCc1ccccc1)c1ccc(O)cc1	-6.1	0.1	33.2	-1.1
O=S(=O)(NCCc1csc(-c2ccc(C(F)(F)F)cc2)n1)c1cccs1	5.1	0.5	-1.8	-0.9
COc1ccc(F)cc1CN1CCN(c2cc(C)c(C#N)c3nc4ccccc4n23)CC1	-1.1	0.3	-9.0	0.1
CCCC(=O)c1ccc(N2CCCC2)c(F)c1	-56.6	-0.1	-4.0	0.0
O=C1c2cccc(OCC(=O)N3CCc4ccccc43)c2CCN1Cc1ccccc1	3.9	0.0	17.3	0.4
Cc1ccc(NC(=O)C2CC=CCC2C(=O)O)cc1C (configuration not stated)	-1.3	0.1	6.9	-0.1
CC1CN(c2ncnc3c2cnn3-c2cccc(Cl)c2)CC(C)O1 (configuration not stated)	-0.8	0.2	-7.2	0.9
O=S(=O)(Nc1ccc(F)cc1Br)c1ccccc1	2.6	0.0	1.5	-0.3
CCOc1ccccc1N1C(=O)C2C3c4ccccc4C(C)(c4ccccc43)C2C1=O (configuration not stated)	7.4	0.2	6.7	0.2
CCc1sc(N)nc1-c1ccc(C)cc1	-3.4	0.1	19.9	-0.7
COCCNC(=O)CN(C(=O)c1ccc(N2CCCC2)nc1)c1ccccc1	-4.7	0.0	-6.3	1.0
O=C(NNC(=O)c1ccccn1)c1cccc(F)c1	-1.1	-1.8	15.4	-0.3
CCCCC(CC)COC(=O)C(C#N)=C(c1ccccc1)c1ccccc1 (configuration not stated)	-8.1	-0.1	3.9	-0.7
Cc1cc2ncn(C(=O)c3c(-c4ccccc4Cl)noc3C)c2cc1C	-2.2	0.5	-9.3	1.3
COc1ccc(Cl)cc1NC(=O)CN(c1ccccc1Cl)S(C)(=O)=O	14.0	-0.1	-5.3	3.9
Cc1nc2nc[nH]n2c(=O)c1NC(=O)c1ccc(F)cc1	-0.5	0.1	-11.8	-0.4
O=C(CC1OCCN(Cc2ccccc2)C1=O)Nc1ccccc1 (configuration not stated)	-3.2	0.2	13.2	0.3
Other records
SMILES	TEAD-YAP inh	FBW7 activator	MITF inh	GPR151 ag
O=C(CN1C(=O)NC2(CCCC2)C1=O)Nc1ccc(S(=O)(=O)Nc2ncccn2)cc1	6.3	-0.2	1.5	-0.3
CCOP(=O)(CN(CCc1ccccc1)C(=S)Nc1ccc(CC)cc1)OCC	2.6	-0.1	1.8	1.2
CN(C)C(=O)c1ccc2c(c1)C1C3CCC(C3)C1C(c1ccccc1)N2 (configuration not stated)	-10.3	-0.1	1.4	-0.6
O=C1CC(Sc2nc(-c3ccc4c(c3)OCO4)cc(C(F)(F)F)n2)C2COC1O2 (configuration not stated)	-6.3	-0.1	-5.0	-0.9
CS(=O)(=O)N(CC(=O)NCc1cccnc1)c1ccc(I)cc1	-2.6	0.1	-5.4	-0.1
COC(=O)[C@@H]1CCCN1Cc1ccc2c(c1)CN(Cc1cccc(OCCO)c1)CCO2	10.1	-0.1	3.3	-0.8
CC(=O)c1ccc(NC(=O)CCCOc2cc(C)ccc2C)cc1	-10.2	-0.1	5.6	3.5
O=C1NC(=O)C(CC(=O)N(Cc2ccco2)C2(C(=O)NC3CCCCC3)CCCCC2)N1 (configuration not stated)	7.8	0.2	16.2	-1.9
O=C(Oc1cc(-c2ccccc2Cl)c2oc(=O)sc2c1)c1ccccc1Cl	8.5	-0.1	9.6	0.1
CCOc1ccc(C(=O)Nc2ccc3c4c(cccc24)CC3)cc1	14.3	0.3	10.6	0.6
Cc1ccc2c(c1)-c1c(cnn1CC(=O)NCCN1CCCCC1C)CO2 (configuration not stated)	7.5	-0.2	7.2	0.1
CC1Cc2nc(SCC(=O)Nc3cccc(F)c3)n(-c3ccccc3)c(=O)c2S1 (configuration not stated)	5.3	-0.4	-3.1	0.5
COc1cc(C2NS(=O)(=O)N=C2N)cc(OC)c1OC (configuration not stated)	1.7	-0.1	12.2	-0.5
CCCCC(C(=O)Nc1ccccc1)N1C(=O)c2ccccc2C1=O (configuration not stated)	2.7	-0.1	-7.9	0.8
CC(=O)NC1(c2nnnn2-c2cccc(Cl)c2)CCC(C)CC1 (configuration not stated)	11.3	-0.3	1.5	0.1
COc1ccc2c(c1)S/C(=C\C(=O)c1ccncc1)N2C	-66.0	-0.1	-1.4	-1.1
O=c1c2cccnc2n(Cc2cccc(F)c2)c(=O)n1Cc1cccs1	-9.6	-0.1	-3.5	-1.9
O=C1C(=O)N(CCO)C(c2cccc(F)c2)/C1=C(\O)c1ccccc1 (configuration not stated)	-0.4	-0.2	-11.9	-0.2
O=C(Nc1ccc2c(c1)OCCO2)C(=O)Nc1ccc2nc3n(c(=O)c2c1)CCCCC3	-4.8	-0.1	0.1	3.0
OCCNCc1[nH]c2ccccc2c1Cl	1.2	-0.1	2.3	-0.3
CCOc1ccccc1NC(=O)/C=C/C(N)=O	-0.8	-0.1	8.2	-0.6
CCCOc1cccc(C(=O)Nc2ccc(-c3nc4ccccc4[nH]3)cc2)c1	-30.8	0.3	8.4	-1.3
COc1ccc(-n2c(-c3ccco3)n[nH]c2=S)cc1	-8.6	0.0	5.4	-2.6
CCCCCCCCCCCCC/C=C/[C@@H](O)[C@H](CO)NCCCCCCCC	·	·	6.7	2.4
Cc1ccc(NC(=O)Cn2c(C)csc2=O)cc1	-21.4	0.0	4.2	-0.6

The final four entries of the part before come first, to join the parts:
SMILES	TEAD-YAP inh	FBW7 activator	MITF inh	GPR151 ag
CCCOc1cccc(C(=O)Nc2ccc(-c3nc4ccccc4[nH]3)cc2)c1	-30.8	0.3	8.4	-1.3
COc1ccc(-n2c(-c3ccco3)n[nH]c2=S)cc1	-8.6	0.0	5.4	-2.6
CCCCCCCCCCCCC/C=C/[C@@H](O)[C@H](CO)NCCCCCCCC	·	·	6.7	2.4
Cc1ccc(NC(=O)Cn2c(C)csc2=O)cc1	-21.4	0.0	4.2	-0.6
Cc1ccc(N(CC(=O)NC2CCCCC2)C(=O)CNC(=O)c2ccco2)cc1F	-7.8	-0.1	7.3	-1.1
COc1ccc(N=C2NC(=O)CC(C(=O)Nc3cc(C(F)(F)F)ccc3Cl)S2)cc1 (configuration not stated)	1.0	0.1	-17.8	0.2
Cn1cnc2c(cnn2-c2ccccc2)c1=O	-1.4	0.0	-7.4	1.4
COc1ccc(/C(C)=N\NC(=O)c2cccc(I)c2)c(OC)c1	-3.0	0.0	-2.6	-0.2
c1ccc(N2CCN(c3cc(Nc4ccc(N5CCOCC5)cc4)ncn3)CC2)nc1	-6.2	0.0	6.9	3.6
COc1ccc(-n2nnc(-c3nc(-c4ccccc4F)no3)c2N)cc1OC	-1.5	-0.2	1.9	-0.5
CN1CCN(C(=S)Nc2ccccc2Cl)CC1	1.1	0.0	6.0	-1.0
O=c1[nH]c(C2CCc3ccccc3O2)nc2ccc(-c3cn[nH]c3)cc12 (configuration not stated)	-91.3	-0.3	-9.8	1.2
C=CCOC(=O)Nc1ccc(C(O)(C(=O)OCC)C(F)(F)F)cc1C (configuration not stated)	-0.7	0.0	17.0	0.7
CCOc1ccc2nc(SCC(=O)N3c4ccc(C)cc4C(C)CC3(C)C)sc2c1 (configuration not stated)	-5.2	0.5	17.4	0.1
COc1cc(-c2nc3s/c(=C\c4cccs4)c(=O)n3n2)cc(OC)c1OC	-2.2	0.1	-0.9	0.8
COCCCNc1nc(CC(=O)OC)nc2sc(C)c(C)c12	13.2	-0.1	5.0	0.5
CCc1cccc2sc(NC(=O)c3cccc(OC)c3OC)nc12	-0.6	0.0	-0.4	-1.0
O=C(NC(=Nc1ccccc1)N1CCOCC1)Nc1ccccc1	-19.7	-0.1	0.2	-1.5
O=C(Nc1ccc(S(=O)(=O)N2CCOCC2)cc1)Nc1ccc(F)c(Cl)c1	17.4	0.0	-4.0	1.6
CCc1ccc(N(C)S(=O)(=O)c2ccc3[nH]cc(C(=O)NCCOC)c(=O)c3c2)cc1	-7.7	0.0	-0.2	-0.9
CC(=O)Nc1ccc(OCC(O)CNC(C)(C)C)cc1 (configuration not stated)	4.2	0.1	0.3	0.1
CCOC(=O)c1cc2ccc(O)cc2oc1=O	3.9	0.1	7.1	-9.1
Cc1c(C(=O)N2CCCCC2)sc2ncnc(NCc3ccc4c(c3)OCO4)c12	-12.9	-0.1	3.0	1.3
Cc1ccccc1N1C(=O)c2ccc(C(=O)OCC(=O)c3ccccc3)cc2C1=O	4.2	0.1	-0.5	1.4

Looked up by structure from the list above:
SMILES	TEAD-YAP inh	FBW7 activator	MITF inh	GPR151 ag
Cc1c(C(=O)N2CCCCC2)sc2ncnc(NCc3ccc4c(c3)OCO4)c12	-12.9	-0.1	3.0	1.3
Cc1ccc(N(CC(=O)NC2CCCCC2)C(=O)CNC(=O)c2ccco2)cc1F	-7.8	-0.1	7.3	-1.1
c1ccc(N2CCN(c3cc(Nc4ccc(N5CCOCC5)cc4)ncn3)CC2)nc1	-6.2	0.0	6.9	3.6
O=c1[nH]c(C2CCc3ccccc3O2)nc2ccc(-c3cn[nH]c3)cc12 (configuration not stated)	-91.3	-0.3	-9.8	1.2

One compound at a time, as listed above. Screens in order: TEAD-YAP inh	FBW7 activator	MITF inh	GPR151 ag
`COc1ccc(/C(C)=N\NC(=O)c2cccc(I)c2)c(OC)c1` reads -3.0	0.0	-2.6	-0.2
`CN1CCN(C(=S)Nc2ccccc2Cl)CC1` reads 1.1	0.0	6.0	-1.0

Assay outcomes as filed in PubChem.
